Ins promoter up: MIN6 insulin promoter up-regulation. MIN6 insulin promoter-GFP reporter, high-content imaging; active compounds read high. z-score at 5 µM. hit rate 0.3% among 190,000. AID 1625;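 active = z-score above 3 at 5 µM with at least 500 cells counted in the well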
b-catenin transl: beta-catenin nuclear translocation modulation | hit rate 0.3% among 190,000 | nuclear translocation activity, % at 5 µM | HeLa beta-catenin nuclear translocation, immunofluorescence imaging | AID 1665;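 active = nuclear translocation activity above 50% at 5 µM, with a well cell count of 50 or more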;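 note: per-cell ratio of nuclear to cytoplasmic median beta-catenin stain intensity; plate controls were DMSO negative control for no effect and GSK-3 inhibitor IX positive control for full effect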
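Signal – beta-catenin immunofluorescence imaging with DAPI · Test system – human HeLa cell line · Dosing – 5 µM primary single dose, 0.1% DMSO, 0.02–20 µM confirmation series · Measure – % activation, nuclear-to-cytoplasmic median beta-catenin signal ratio per cell · Incubation – 24 h compound exposure at 37°C, 5% CO2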
T cell modulator: T cell immune modulation candidate. 2C CD8+ T cell-vesicle binding, flow cytometry; active compounds read low. calls only at 7 µM. hit rate 0.068% among 330,000;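 active = response, share of CD8 T cells binding vesicles, and their 90th percentile fluorescence all below set limits, cut at about 80% in these data, passing the limit was not always enough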
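Read-out – percent CD8+ FL2 mean versus row control · System – murine 2C transgenic CD8+ T lymphocytes · Times – 1.5 h cell–vesicle binding at 37 °C, then 20 min icy labelling · Control set – naked vesicles low, QL9 vesicles with vehicle high · Detection – cytometric PE anti-B7-1 and Alexa647 anti-CD8 signals after 1% paraformaldehyde fixation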
Lipid droplet: hepatic lipid droplet formation modulation; AML12 mouse hepatocytes, oleate lipid droplets, BODIPY imaging; hit rate 0.4% among 240,000; AID 1656; inhibition, % at 6.5 µM;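 active = lipid droplet intensity inhibited by at least 50%, with more than 500 cells counted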
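Assay system: AML12 hepatocytes (mouse) / Also added: 100 µM oleic acid challenge / Times: overnight treatment with compound plus oleate / Detection: high-content imaging of BODIPY-stained droplets and DAPI nuclei / Evaluation: % inhibition of lipid droplet signal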
MT stabilizer: microtubule stabilizers in HeLa cells | HeLa tubulin immunostaining HCS, 24 h; share of cells brighter than vehicle mean+2SD | % tubulin-high responders, % at 10 µM | hit rate 0.83% among 200,000;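 active = plate Z-score above 3 for both tubulin-high and condensed-nucleus cell shares, with cell loss under 80%, at 10 µM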;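 note: anti alpha tubulin signal scored within the nucleus-defined area of each cell; some results filed as inactive read as strong as hits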
Autophagy HCS: alters autophagy in cells; MEF GFP-LC3 puncta imaging; test concentration mostly 10 µM; calls only at 10 µM (by protocol); hit rate 0.98% among 190,000;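 active = percentage of spot-positive cells more than 3 SD above its plate mean, without a fluorescence outlier flag or 80% toxicity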;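 note: spot-positive cell cutoff set from DMSO-treated cells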
Dynein transport: blocks dynein driven cargo transport along microtubules | 3617.4 mouse cells, GR-EGFP nuclear translocation imaging; test concentration mostly 20 µM; stimulated with dexamethasone, 1 µM; active compounds read low | z-score, hits read low | hit rate 0.47% among 220,000 | AID 1381;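 active = plate z-score of nuclear minus cytoplasmic receptor signal below a set negative limit, without overly bright fluorescence or cell loss, cut at about -3.5 in these data, passing the limit was not always enough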;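 note: z-score of nuclear minus cytoplasmic ring GR-EGFP intensity difference per well; some compounds called inactive have numbers as strong as hits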
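Buffer or medium – tet-free medium with charcoal-stripped serum · Signal – automated 10x imaging of fixed Hoechst-stained cells · Also added – dexamethasone agonist, 1.0 µM final, for 30 min · Incubation – induction 48 h, compound 1 h, agonist 30 min · Read-out – GR-EGFP nuclear translocation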
CSM14.1 death rescue: rescue of cells from ER stress-induced death, primary screen, 384-well, CSM14.1, thapsigargin, ATP luminescence (AID 1222) | CSM14.1 thapsigargin-induced death rescue, ATP luminescence; higher % means a stronger effect | cellular ATP content (survival), % at 20 µM; hits with a dose series show EC50 in µM | 190,000 tested, under 10 active;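 active = EC50 below 50 µM in the dose-response confirmation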;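 note: death triggered by thapsigargin at about 15 µM added after 2 h compound pretreatment; cell ATP read after overnight thapsigargin exposure of roughly 18 to 22 hours; normalized against plate controls of thapsigargin alone and 5% DMSO vehicle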
PhoP inhibition: inhibitors of PhoP regulon expression, primary screen, Salmonella Typhimurium, GFP reporter (AID 1863); one-dose inhibition, % at 50 µM; IC50 in µM for titrated hits; S. Typhimurium PhoP-regulated promoter GFP reporter, 4 h; higher % means a stronger effect; hit rate 0.16% among 300,000;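 active = inhibition over 29.93%, a cutoff 3 SD above the screen mean, later confirmed by dose response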;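 note: 0% = low Mg2+ inducing control and 100% = high Mg2+ repressing control; strong numbers were not always called active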
Dynein transport cytoplasmic EGFP: also measured in Dynein transport; calls as there; z-score; measured here: cytoplasmic GR-EGFP intensity; active compounds read high
Dynein transport nuclear GR-EGFP: further read-out of Dynein transport, marked with its call; z-score; measured here: nuclear GR-EGFP intensity;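 lower value marks the stronger effect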
Dynein transport cell count: also measured in Dynein transport; calls as there; z-score; measured here: cell count per field
Ins promoter up cell count: second read-out of Ins promoter up, no call of its own (marks repeat the call); cell count; measured here: cytotoxicity, nuclei count;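 total cells summed across four imaged fields per well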
Lipid droplet cells 6.5 µM: further read-out of Lipid droplet, marked with its call; cell count; measured here: cell count, cytotoxicity flag;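 cells counted across two imaged fields per well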
b-catenin transl cell count 5 µM: recorded beside b-catenin transl, whose call it bears; cell count; measured here: cell count, cytotoxicity flag
T cell modulator vesicle-bound %: second read-out of T cell modulator, no call of its own (marks repeat the call); double positive events, %; measured here: CD8+ vesicle-bound cell fraction;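 binding gate set so that unloaded-vesicle control wells show 10% double positive cells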
MT stabilizer Hoechst-high %: also measured in MT stabilizer; calls as there; % Hoechst-high responders; measured here: nuclear condensation Hoechst responders;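 share of cells brighter than vehicle mean plus two SD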
MT stabilizer cytotoxicity %: recorded beside MT stabilizer, whose call it bears; toxicity, %; measured here: cytotoxicity by cell density;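 0% = mean cell density of plate MIN control wells and 100% = no cells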
Autophagy HCS cell loss 18 h: also measured in Autophagy HCS; calls as there; toxicity, %; measured here: cell loss, nuclei count;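 cell loss after 18 h compound exposure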
Numbers without * were called inactive; i = inactive; x = no result given.

SMILES	Ins promoter up	Ins promoter up cell count	b-catenin transl	b-catenin transl cell count 5 µM	T cell modulator	T cell modulator vesicle-bound %	Lipid droplet	Lipid droplet cells 6.5 µM	MT stabilizer	MT stabilizer Hoechst-high %	MT stabilizer cytotoxicity %	Autophagy HCS	Autophagy HCS cell loss 18 h	Dynein transport	Dynein transport cytoplasmic EGFP	Dynein transport nuclear GR-EGFP	Dynein transport cell count	CSM14.1 death rescue	PhoP inhibition
CC(=O)Nc1ccc(-c2cn3ccsc3n2)cc1	-0.71	1188	0.1	1039	i	9	-2	767	2.5	2.3	8.5	i	7	-1.3	-0.28	-1.1	0.28	-4.4%	12%
CCOC(=O)c1cc([N+](=O)[O-])c([N+](=O)[O-])cc1NC(C)=O	-1.4	532	3.0	455	i	24	23	758	4.3	1.9	7.6	i	-1	1.6	0.097	0.39	-1.3	2.8%	3%
CCCOc1cccc(NC(=O)c2cc(C)oc2C)c1	-0.27	1074	-7.8	969	i	51	x	x	2.2	2.1	6.5	i	10	-0.45	-0.21	-0.23	0.24	4.1%	-10%
Cn1c(=O)c2c(nc(-n3ccnc3)n2Cc2ccccc2)n(C)c1=O	1.8	1336	x	x	i	13	5	690	2.6	0.0	6.1	i	-4	0.15	-0.26	0.25	0.91	-1.8%	-15%
Cc1ccc2nc(Cl)c(/C=N/NC(=O)c3ccccc3O)cc2c1	-0.04	1602	0.0	1107	i	41	-46	571	3.3	4.7	11	i	-2	-0.35	-0.27	0.047	0.61	-2.4%	-18%
O=C(COC(=O)CSc1nnc(-c2ccc(Cl)cc2)o1)Nc1cc(Cl)ccc1Cl	0.74	1079	0.2	1357	i	36	-1	651	x	x	x	x	x	-0.5	-0.019	0.52	-0.72	x	-4%
O=C(O)CC(C(=O)OCCOc1ccccc1)N1CCOCC1 (stereo unspecified)	0.18	936	x	x	i	40	0	748	1.8	1.3	7.7	i	1	-0.39	0.33	0.15	0.17	-0.9%	-4%
O=c1c(CN2CCN(c3cccc(Cl)c3)CC2)coc2c(Cl)cc(Cl)cc12	-0.87	1664	-0.6	1438	i	46	x	x	4.1	1.9	5.2	i	2	-0.21	-0.16	-0.75	0.69	-0.8%	-2%
C=CCOc1ccc(/C(O)=C2\C(=O)C(=O)N(CCCOC)C2c2ccncc2)cc1 (stereo unspecified)	0.77	1260	x	x	i	35	-3	753	3.5	2.6	10	i	-9	2.6	-0.095	1.8	-1.5	-2.6%	-1%
Cc1cc(C(=O)COc2ccccc2C(N)=O)c(C)n1C	1.8	1279	-3.8	1024	i	26	1	695	2.7	3.1	7.5	i	-6	-0.87	0.072	0.091	-0.16	-1.0%	-6%
S=C(c1c[nH]c2ccc(Br)cc12)N1CCOCC1	-0.3	1558	-1.4	989	i	42	4	672	2.0	4.2	1.6	i	1	1.2	-0.39	-0.1	0.01	-0.7%	-2%
Cc1nc(N2CCN(Cc3ccccc3)CC2)c(C#N)c2c1COC(C)(C)C2	x	x	-1.7	1013	i	40	-5	652	1.8	2.1	13	i	9	-0.95	-0.22	-0.2	0.36	-0.4%	0%
CCCCN(C)S(=O)(=O)c1ccc(C(=O)Nc2nnc(C3=COCCO3)o2)cc1	x	x	0.0	1035	i	59	19	736	6.6	2.4	0.4	i	23	-0.92	-0.31	-0.59	1.1	2.9%	-2%
Cc1ccc(C2CC2c2n[nH]c(=S)n2-c2ccc(Cl)cc2)cc1 (stereo unspecified)	-0.61	944	x	x	x	x	x	x	1.9	1.5	5.1	i	-6	1.2	-0.27	1	0.11	-1.1%	0%
Cc1cc(C)n(-c2nc3c(c(=O)[nH]c(=O)n3C)n2CC(O)COc2ccccc2C)n1 (stereo unspecified)	-0.27	1060	-2.6	956	i	41	x	x	3.2	1.4	8.0	i	-2	-0.19	-0.22	0.28	-0.36	0.5%	-13%
O=C(CNC(=O)c1ccc(S(=O)(=O)N2CCCC2)cc1)N/N=C/c1ccc(Cl)cc1	0.32	1447	0.6	922	i	47	1	607	1.4	1.3	8.8	i	-5	-0.96	-0.2	-0.022	-0.037	-1.8%	-13%
Cc1cccc(CC2SC(N)=NC2=O)c1 (stereo unspecified)	-0.67	1268	0.2	1175	i	67	0	699	2.9	2.3	3.7	i	-3	0.8	-0.12	0.45	-0.29	1.6%	-4%
CC(C)COc1ccc(-c2nnn(CC(=O)N3CCCC3)n2)cc1	0.65	1295	x	x	i	30	-13	632	3.2	0.9	9.1	i	1	1.4	-0.29	-0.17	0.24	x	-4%
COc1ccc(N=C2SC(CC(=O)Nc3ccc(OC)cc3OC)C(=O)N2C)cc1 (stereo unspecified)	-0.71	1226	x	x	i	21	5	629	1.2	2.2	5.4	i	0	0.69	-0.17	0.42	-0.63	2.8%	2%
Clc1ccc(/C=N/c2c(-c3ccco3)nc3ccccn23)cc1	x	x	-4.7	1242	i	25	17	786	1.0	1.5	5.7	i	-5	-2.1	0.15	-0.86	1.9	-0.7%	-10%
CC(/C=N/NC(=O)c1cc(-c2ccc(C)o2)[nH]n1)=C\c1ccccc1	-0.21	1422	-2.6	1131	i	31	-2	728	5.5	3.8	1.9	i	32	0.64	-0.18	0.53	-0.46	-2.2%	0%
CCCn1cnc2scc(-c3ccc(C)cc3)c2c1=O	x	x	-0.7	1092	i	58	2	734	1.8	1.5	5.4	i	-2	0.3	0.16	0.098	-0.36	1.4%	-4%
O=C(Nc1nnc(SCC(=O)N2CCCCC2)s1)c1cccs1	-0.42	1357	-7.0	1013	i	16	x	x	3.4	1.5	3.4	i	11	-0.18	0.25	-0.21	-0.058	-1.6%	-19%
COc1ccc(NC(=O)CSc2nc3ccccc3c(=O)n2CCCN2CCOCC2)c(OC)c1	x	x	0.2	1572	i	52	3	661	4.4	1.2	5.1	i	18	0.38	-0.38	0.21	0.74	-1.9%	1%
CN(CC(=O)NCCc1ccccc1)S(=O)(=O)c1cccs1	0.65	1520	1.1	1417	i	49	x	x	8.0	2.8	10	i	-2	-0.55	-0.13	0.26	0.45	-1.1%	20%
Cc1onc(-c2ccccc2)c1C(=O)N1CCN(C(=O)c2ccco2)CC1	-0.85	1221	0.6	1069	i	15	2	644	2.6	1.7	4.3	i	2	-0.18	-0.082	-0.34	0.74	x	-8%
COc1cc(Nc2c3c(nc4ccccc24)CCCC3)cc(OC)c1OC	0.31	1207	0.0	1139	i	56	-3	715	5.9	5.7	0.8	i	-3	-1.3	-0.33	-0.68	1.2	-1.9%	-5%
O=C1c2ccccc2NC(c2cccc(O)c2)N1Cc1ccco1 (stereo unspecified)	-0.54	1132	1.9	1300	i	38	-11	730	x	x	x	x	x	-1	-0.27	-0.52	0.85	x	0%
Nc1nn2c(C(F)(F)F)cc(=O)[nH]c2c1N=Nc1cccc(F)c1	1.4	1586	-3.6	1038	x	x	4	708	4.9	1.4	6.3	i	-5	-0.11	-0.32	-0.082	0.63	0.5%	9%
COc1ccc(N2CCN(C(=O)COc3ncnc4ccccc34)CC2)cc1	2.3	1146	-0.3	1063	i	54	4	672	2.6	1.8	9.0	i	-1	0.68	-0.22	0.027	-0.27	-1.5%	3%
Cn1nnnc1SCC(=O)NCc1ccc2c(c1)OCO2	0.5	1018	-1.8	1098	i	5	9	689	3.1	1.3	6.6	i	5	0.41	-0.12	0.066	-0.095	2.1%	6%
O=C(CCSc1ccccc1)N1CCN(c2ccccc2)CC1	x	x	-0.6	1545	i	51	-15	649	2.1	2.0	8.8	i	-5	-0.26	-0.2	-0.35	0.16	-1.7%	2%
Clc1cccc(-c2nc(-c3ccccn3)no2)c1	0.64	1477	0.3	1373	i	36	x	x	1.4	1.5	9.1	i	0	-0.74	3	0.23	0.32	-4.7%	2%
Cc1ccc(C2NC(=NCc3ccccc3)Nc3nc(C)cc(=O)n32)cc1 (stereo unspecified)	-0.18	881	-1.5	1332	i	19	-2	704	x	x	x	x	x	0.34	-0.24	0.75	-1.1	x	-5%
CCOc1ccc2[nH]c(=O)c(CN(CCc3ccccc3)C(=O)c3cnccn3)cc2c1	0.69	1191	0.5	1182	i	23	x	x	2.8	1.8	4.8	i	8	1.7	-0.27	0.52	0.17	4.4%	2%
COc1ccc(-c2c(C)n([O-])c3c([n+]2=O)CCCC3)c(OC)c1	x	x	-2.6	1146	i	27	20	814	2.9	1.4	4.8	i	3	0.7	-0.12	0.39	0.2	0.4%	11%
COc1ccc(C2=NO[C@@H]3C(=O)N(Cc4ccccc4)C(=O)[C@H]23)c(OC)c1	1.4	950	-0.4	1324	i	60	12	726	x	x	x	x	x	2.8	-0.29	1.5	-0.74	x	0%
